UHRF1 MBD2 ctr: human UHRF1 methylated DNA binding inhibitors. 370,000 tested, 0.75% active. AID 687016. UHRF1 binding to methylated oligo, TR-FRET. inhibition, % at 4.4 µM; in the data active = inhibition above about 21%;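 note: UHRF1 SRA domain binding a hemimethylated CpG hairpin DNA probe; 0% = median of test compound wells and 100% = reference inhibitor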
MBD2 DNA inh: blocks human MBD2 binding to methylated DNA; TR-FRET, MBD2 binding to methylated oligonucleotide; inhibition, % at 4.4 µM; 370,000 tested, 0.31% active; AID 686964; in the data active = inhibition above about 13%
Tn6 DDE FP: DD(E)-Tn6 binding inhibition, primary FP screen. Fibrin DD(E) TRITC-Tn6 fluorescence polarization displacement. inhibition, % at 8.3 µM. 370,000 tested, 0.21% active;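 active = inhibition above a per-campaign cutoff: mean of compounds within control limits plus 3 SD, cut at about 15% in these data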;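 note: 0% = median of all compound wells on the plate and 100% = blocking peptide control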
Tn7 DDE FP: inhibitors of Tn7 peptide binding to human fibrin DD(E). AID 720508. inhibition, % at 8.3 µM. 370,000 tested, 0.13% active. FP displacement of FITC-Tn7 peptide from fibrin DD(E); 0% = median of compound wells per plate. P02675;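 active = inhibition above the mean of compounds falling within the control limits plus 3 SD of them, cut at about 14% in these data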;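 note: 0% = plate median of compound wells and 100% = 10 µM Aha-Tn7 peptide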
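Test system: human clot-derived fibrin DD(E) complex / Quantity: 2 µM final DD(E) protein / Incubation: 10 min plus 3 h, room temperature / Measured by: fluorescence polarization / Benchmarks: high control of 10 µM Aha-Tn7 peptide / Replicates: singlicate testing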
KLK7 zymogen act: activates the human kallikrein-7 zymogen. purified proKLK7, EDANS-DABCYL substrate fluorescence; 100% is mature enzyme control, 0% vehicle. activation, % at 7 µM. P49862. 370,000 tested, 0.9% active;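 active = activation above the mean of all tested compounds plus 3 SD, computed per campaign excluding outliers beyond control limits, cut at about 13% in these data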
SIAE inh: blocks human sialic acid acetylesterase; Q9HAT2; SIAE FP-Rh probe binding, fluorescence polarization; inhibition, % at 9.66 µM; 370,000 tested, 0.69% active;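 active = inhibition above a cutoff: mean of compounds within the control limits plus 3 SD of those, cut at about 17% in these data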;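 note: 0% = plate median of compound wells and 100% = probe without SIAE protein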
TDP2 inh: TDP2 (human) inhibition, absorbance primary screen. 370,000 tested, 0.34% active. inhibition, % at 12.8 µM. O95551. AID 720702. recombinant TDP2, T5PNP hydrolysis, p-nitrophenol absorbance 415 nm;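 active = inhibition above the mean of all tested compounds plus 3 SD, set per campaign, cut at about 25% in these data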;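 note: 0% = DMSO with enzyme and 100% = buffer with substrate but no TDP2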
Target sequence (O95551 whole entry, looked up): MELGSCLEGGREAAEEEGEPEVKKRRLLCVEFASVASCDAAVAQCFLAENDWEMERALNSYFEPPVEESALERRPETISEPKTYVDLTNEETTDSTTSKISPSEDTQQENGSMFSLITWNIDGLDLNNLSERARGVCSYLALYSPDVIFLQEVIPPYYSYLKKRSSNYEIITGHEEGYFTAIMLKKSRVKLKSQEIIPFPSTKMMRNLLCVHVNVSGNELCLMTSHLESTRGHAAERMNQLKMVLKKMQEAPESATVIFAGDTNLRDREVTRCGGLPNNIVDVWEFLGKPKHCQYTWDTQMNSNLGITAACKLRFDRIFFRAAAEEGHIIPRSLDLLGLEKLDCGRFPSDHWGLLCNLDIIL
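Test system: Human TDP2 enzyme | Reagent: 5 mM T5PNP | Compound dosing: 12.8 µM single point, 1% DMSO | Incubation: Enzyme reaction with compound for 2 h at 37 °C | Technique: p-Nitrophenol epi absorbance | Read-out: % inhibition relative to enzyme-containing and enzyme-free wells | Benchmarks: High control without enzyme, low control DMSO plus TDP2 | Replicates: Singlicate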
PRMT1 FP inh: PRMT1 (human) inhibition, primary screen; Q99873; 370,000 tested, 1.3% active; inhibition, % at 2.79 µM; recombinant PRMT1, activity-based probe fluorescence polarization; AID 652257;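 active = inhibition above about 21% made by adding two undisclosed values, limit read from the data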
Target sequence (Q99873 whole entry, looked up): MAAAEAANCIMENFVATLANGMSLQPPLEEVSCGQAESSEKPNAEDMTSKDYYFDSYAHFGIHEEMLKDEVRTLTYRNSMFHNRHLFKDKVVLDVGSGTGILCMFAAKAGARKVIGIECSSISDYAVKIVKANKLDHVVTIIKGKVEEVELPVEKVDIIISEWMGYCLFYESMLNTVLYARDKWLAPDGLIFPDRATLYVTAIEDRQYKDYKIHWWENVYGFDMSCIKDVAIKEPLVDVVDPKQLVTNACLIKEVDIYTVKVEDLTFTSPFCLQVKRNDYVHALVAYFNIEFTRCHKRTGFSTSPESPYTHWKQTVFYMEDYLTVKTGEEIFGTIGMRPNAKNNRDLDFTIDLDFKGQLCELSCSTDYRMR
LEDGF integ inh: blocks HIV-1 LEDGF/p75-dependent DNA integration. TR-FRET IN-LEDGF/p75 DNA integration, Eu/Cy5. inhibition, % at 3.7 µM. 370,000 tested, 0.64% active;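 active = inhibition above the screen-wide mean plus 3 SD, cut at about 13% in these data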;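 note: signal is the Cy5 over europium emission ratio at 671 and 618 nm; 0% = plate median of compound wells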
TCR-CD3 inh: inhibitors of human TCR-CD3 interaction; TAMRA-labeled TCR probe fluorescence, biochemical; 360,000 tested, 0.37% active; AID 651800; inhibition, % at 9.4 µM; in the data active = inhibition above about 19%;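 note: recombinant mutant TCR 2C K166C tagged with TAMRA read by polarization; 0% = receptor in buffer alone and 100% = receptor with positive control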
An asterisk follows results filed as active.

SMILES	UHRF1 MBD2 ctr	MBD2 DNA inh	Tn6 DDE FP	Tn7 DDE FP	KLK7 zymogen act	SIAE inh	TDP2 inh	PRMT1 FP inh	LEDGF integ inh	TCR-CD3 inh
O=C1[C@H](Cc2ccccc2)NCCCC[C@@H](c2ccc(Cl)cc2)N1Cc1ccccc1	4	0	-4	4	0.0	-8	-9	1	2	0
Cc1ccc([N+](=O)[O-])cc1S(=O)(=O)N1CCNCC1	-1	0	-6	-1	0.5	3	-10	1	-4	3
CCOc1ccc(CCN2C(=S)N([C@@H](Cc3ccc(O)cc3)CN3CCC[C@@H]3CN3C(=S)NC[C@@H]3Cc3ccccc3)C[C@@H]2Cc2ccc(O)cc2)cc1	0	-1	3	-5	-1.0	-33	-5	-1	2	-2
COc1ccc(/C=C/C(=O)c2ccc3c(c2)OCCO3)cc1[N+](=O)[O-]	0	-7	4	8	0.2	-2	-7	1	4	-1
CCn1c(COc2cccc3ccccc23)nnc1SCC(=O)OC1CCCCC1	0	-2	-1	-6	-0.5	1	-16	-1	1	5
CC1=NN(c2ccc(C(=O)O)c(N)c2)C(=O)C1	28*	1	-1	0	-0.5	18*	15	10	31*	0
CCn1cc(/C=C(\NC(=O)c2ccc(OC)c(OC)c2)C(=O)N2CCN(C)CC2)c2ccccc21	-1	7	2	-3	0.2	4	8	2	3	0
CN1C/C(=C/c2cccnc2)C(=O)/C(=C/c2cccnc2)C1	1	-3	7	-1	-0.3	1	-4	-2	-1	3
CCCNC(=O)c1cc(C2CCCCN2C(=O)c2ccc(OC)cc2)on1 (stereo not drawn)	0	-4	0	-1	0.0	7	1	-6	1	2
Cc1cc(NS(=O)(=O)c2ccc(NC(=O)/C=C/c3ccc(Br)cc3)cc2)no1	0	0	1	-3	0.5	-16	-8	-1	-1	11
O=C(NNC(=O)c1cccc2ccccc12)c1ccccc1O	-6	-5	0	-1	-1.0	6	-13	-1	-3	28*
O=C(Oc1ccc[nH]c1=O)c1ccc(F)cc1	-3	-1	-6	-4	-0.3	8	2	2	-2	-4
Cc1cc(C)c2cc(CN(CCO)C(c3nnnn3Cc3ccc(F)cc3)C(C)C)c(=O)[nH]c2c1 (stereo not drawn)	0	-3	4	-4	4.6	-2	0	2	3	-2
O=C(OCc1c(F)cccc1Cl)c1cccnc1Cl	-2	-3	0	-2	0.8	3	7	-4	-2	1
Cc1cccc(N=O)n1	-3	-4	2	0	1.8	3	-4	17	2	-2
CC(C)C1C(C#N)=C(N)SC(N)=C1C#N	-4	0	6	14*	0.3	-7	11	20	-1	-1
CCN1C[C@@H]2[C@@H]3C(=O)N(Cc4ccccc4)C(=O)[C@@H]3[C@](Cc3ccccc3)(C1=O)N2C(=O)c1ccc(Cl)c(Cl)c1	1	-1	0	3	0.2	-1	-14	1	-3	-1
Cc1ccc(NC(=O)c2ccc(OC(=O)C(C)Oc3ccc(Cl)cc3C)cc2)cc1 (stereo not drawn)	-1	1	8	-6	0.3	3	-3	-1	1	3
Cc1ccc(SCCNC(=O)c2ccc(CN3CCOCC3)cc2)cc1	4	10	-11	-3	0.1	-5	-4	4	0	1
CCc1ccc(N(CC(=O)NC(C)(C)CC)C(=O)CCC(=O)Nc2nccs2)cc1	2	1	3	-1	-0.3	-2	-8	2	-2	-1
O=C(CCS(=O)(=O)c1ccccc1)Nc1cccc(-c2nc3ccccc3s2)c1	0	-5	-2	-3	-99	-57	-3	1	-3	3
COc1ccc(NC(=O)CN2CCN(c3ccccn3)CC2)cc1Cl	2	0	5	-4	0.5	1	-1	-6	-6	4
O=C(NCCc1c[nH]c2ccccc12)/C(=C/c1ccco1)NC(=O)c1ccco1	-4	3	-4	-8	-0.6	0	-9	-3	2	3
Cc1c(Cl)cccc1NC(=O)N1CCCN(c2nc(-c3ccccc3)ns2)CC1	1	4	6	2	-0.1	-5	-13	0	1	4
Clc1c(-c2ccccc2)nc2ccccn12	1	6	7	8	-0.1	0	-5	3	-8	-4

Rewritten field by field: two of the compounds above.
CCc1ccc(N(CC(=O)NC(C)(C)CC)C(=O)CCC(=O)Nc2nccs2)cc1
  UHRF1 MBD2 ctr: 2 | MBD2 DNA inh: 1 | Tn6 DDE FP: 3 | Tn7 DDE FP: -1 | KLK7 zymogen act: -0.3 | SIAE inh: -2 | TDP2 inh: -8 | PRMT1 FP inh: 2 | LEDGF integ inh: -2 | TCR-CD3 inh: -1

Cc1c(Cl)cccc1NC(=O)N1CCCN(c2nc(-c3ccccc3)ns2)CC1
  UHRF1 MBD2 ctr: 1 | MBD2 DNA inh: 4 | Tn6 DDE FP: 6 | Tn7 DDE FP: 2 | KLK7 zymogen act: -0.1 | SIAE inh: -5 | TDP2 inh: -13 | PRMT1 FP inh: 0 | LEDGF integ inh: 1 | TCR-CD3 inh: 4

(further entries)
SMILES	UHRF1 MBD2 ctr	MBD2 DNA inh	Tn6 DDE FP	Tn7 DDE FP	KLK7 zymogen act	SIAE inh	TDP2 inh	PRMT1 FP inh	LEDGF integ inh	TCR-CD3 inh
O=C(/C=C/c1ccccc1[N+](=O)[O-])OCC(=O)N1CCCC1	1	-5	-2	2	-0.1	8	-9	-4	6	-6
Cc1c(NC(=O)c2ccc(Cl)c(S(=O)(=O)N3CCOCC3)c2)c(=O)n(-c2ccccc2)n1C	7	1	-3	-7	-0.5	4	5	-1	-1	9
COc1ccc(S(=O)(=O)Nc2ccccc2C(=O)N2CCOCC2)cc1Cl	-1	2	-2	11	0.5	-3	1	2	0	4
Cc1ccc(S(=O)(=O)Nc2ccccc2C(=O)Nc2ccc(S(=O)(=O)Nc3nccc(C)n3)cc2)cc1	-6	-6	-6	-5	-0.7	-3	11	0	-3	2
CCCS(=O)(=O)N1CCCC(C(=O)NCC2CCCO2)C1 (stereo not drawn)	5	10	-14	-1	0.5	-3	-5	3	2	3
Cc1nn(-c2ccccc2)nc1C(=O)OCC(=O)N1CCC(C)CC1	-1	0	-2	2	0.2	1	-8	2	-1	-6
Cc1ccc(C(=O)N/C(=C\c2cn(C)c3ccccc23)C(=O)N2CCOCC2)cc1	-5	-6	-1	1	-0.1	3	18	-1	1	0
Cc1cccc(NS(=O)(=O)c2cccc(C(=O)N3CCCC(C(F)(F)F)C3)c2)c1 (stereo not drawn)	3	-1	0	8	-0.4	-6	-16	-4	2	-1
O=C(c1cc(-c2ccccc2Cl)nc2ccccc12)N1CCOCC1	-1	2	-5	-12	-0.6	-2	0	2	1	10
CCN(C(=O)c1ccc(=O)n(C)n1)c1c(N)n(Cc2ccccc2)c(=O)[nH]c1=O	-1	0	8	4	0.1	0	5	-5	-4	1
COc1ccc(N2CC(C(=O)N3CCN(c4ccccc4OC)CC3)CC2=O)cc1 (stereo not drawn)	-1	-2	-3	-2	-0.1	7	-3	0	0	1
COc1ccc(OC)c(S(=O)(=O)N2CCCC(C(=O)N3CCOCC3)C2)c1 (stereo not drawn)	-1	-6	-4	6	-0.8	8	-3	-4	3	9
COC(=O)c1nc(-c2ccccc2)n[nH]1	1	-6	8	3	-0.5	10	0	-3	-3	8
CCc1nnc(SCc2cn3c(C)cc(C)nc3n2)n1N	-1	1	1	8	1.2	4	-5	1	0	7
Cc1ccc(-c2c(C(=O)N(C)Cc3ccccc3)oc(=O)c3ccccc23)cc1	2	2	2	2	-0.4	1	-10	0	-1	-3
C=CCn1c(SCC(=O)NC2(C#N)CCCCC2)nnc1-c1ccncc1	8	8	-1	3	-0.4	-4	1	6	3	-2
O=C(CSCc1ccccc1)N1CCN(S(=O)(=O)c2ccc(F)cc2)CC1	6	3	-2	-4	-0.6	-5	-5	0	2	-4
CC(C)(C)C(=O)NC1(C(F)(F)F)C(=O)Nc2c1c(=O)[nH]c(=O)n2Cc1ccco1 (stereo not drawn)	-3	-1	-5	-12	-0.2	0	0	-1	2	1
Clc1cccc(Nc2c3c(nc4ncnn24)CCC3)c1	-1	-1	9	2	0.1	-2	-10	-2	-4	1
COCCN(C(=O)COC(=O)/C=C/c1cccs1)c1c(N)n(Cc2ccccc2)c(=O)[nH]c1=O	-3	-3	-8	-4	0.0	21*	3	-1	-1	0
NC(Cc1ccccc1)c1csc(NC(=O)Nc2ccccc2Oc2ccccc2)n1 (stereo not drawn)	-1	1	-8	-3	-0.3	-10	-9	2	8	-11
O=C(CN1CCN(c2ccccn2)CC1)Nc1ccc2ccccc2c1	1	4	-1	4	0.0	1	9	2	-1	6
Cc1cc2nc(C(C)(C)C)c(Cc3ccccc3C(F)(F)F)n2c(C)c1Br	-1	-2	9	-2	0.5	-1	-5	-2	3	-2
Cc1ccc(S(=O)(=O)c2cc3ccccc3oc2=O)cc1	0	0	-3	-5	-0.9	-3	-3	-1	1	11
Cc1ccc(S(=O)(=O)N2CCN(C(=O)c3cccs3)CC2)c(C)c1	-1	3	5	-6	-0.6	-2	-1	4	0	-1
O=S(=O)(c1ccc(Cl)cc1)N1CCN(c2ccccn2)CC1	1	2	5	-8	-0.7	8	-5	-1	2	3
O=C(N/N=C/c1ccc2c(c1)OCO2)c1cccnc1	-4	3	-4	5	-0.2	5	14	-3	1	3
COc1cc(C(c2c(O)nc(SC)[nH]c2=O)c2c(O)nc(SC)[nH]c2=O)cc(OC)c1OC	1	-3	9	2	-0.6	2	4	3	-1	5
CC(=O)N1N=C(c2ccncc2)OC12CCCC2	5	-3	3	-4	-0.3	1	-8	4	-3	2
COc1ccccc1NC(=O)C1=C(C)Nc2nnnn2C1c1ccccn1 (stereo not drawn)	1	3	-2	3	0.0	2	2	-3	0	2

Screening results as filed in PubChem.
